UHRF1 binding – UHRF1 methylated DNA binding inhibitors, primary screen, counter-screen for MBD2 inhibitor project, biochemical, TR-FRET, human UHRF1, single concentration; E3 ubiquitin-protein ligase UHRF1 (Homo sapiens), Q96T88; UHRF1 binding to methylated oligo; inhibition, % at 4.4 µM; hit rate 0.75% among 370,000; in the data active = inhibition above about 21%;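 also: UHRF1 SRA domain binding a hemimethylated CpG hairpin DNA probe; 0% = median of test compound wells and 100% = reference inhibitor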
ARFGAP1 inh – inhibitors of rat ARFGAP1 GAP activity, primary screen, biochemical, fluorescence polarization, GDP tracer; inhibition, % at 16.5 µM; Arfgap1-stimulated ARF1 GTP hydrolysis, GDP FP detection; ADP-ribosylation factor GTPase-activating protein 1 (Rattus norvegicus), Q62848; hit rate 0.26% among 360,000;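 active = inhibition above a per-plate limit, mean inhibition of low control wells plus 3 SD, cut at about 25% in these data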;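 also: 0% = DMSO wells with enzyme and 100% = wells lacking Arfgap1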
Target sequence (Q62848 1-136 limits assumed): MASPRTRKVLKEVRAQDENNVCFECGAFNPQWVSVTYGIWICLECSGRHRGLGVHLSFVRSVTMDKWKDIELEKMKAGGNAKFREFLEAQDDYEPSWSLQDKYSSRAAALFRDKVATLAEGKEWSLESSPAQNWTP
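Repeats: one replicate per compound; assay system: rat Arfgap1 catalytic domain, aa 1-136; times: enzyme reaction 120 min at 25 °C after 20 min preincubation; detection: FP of antibody-bound GDP Alexa 633 tracer, ex 620/em 688 nm; benchmarks: high control wells lacking Arfgap1, low control full reaction with DMSO; reagent: human ARF1(Δ1-17)-GTP substrate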
PLC-beta3 inh – human PLC-beta3 inhibitors, primary screen, biochemical, fluorescence. 1-phosphatidylinositol 4,5-bisphosphate phosphodiesterase beta-3 (Homo sapiens), Q01970. Purified PLC-beta3, fluorogenic substrate. inhibition, % at 12.2 µM. hit rate 0.18% among 370,000; in the data active = inhibition above about 11%;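 also: 0% = median of compound wells on plate and 100% = full blocker control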
MBD2 inh – inhibitors of MBD2 binding to methylated DNA, primary screen, biochemical, TR-FRET, DNA-binding domain, human | Methyl-CpG-binding domain protein 2 (Homo sapiens), Q9UBB5 | MBD2 binding to methylated oligonucleotide | inhibition, % at 4.4 µM | hit rate 0.31% among 370,000 | AID 686964, 2013; in the data active = inhibition above about 13%
Tn6 DDE FP – inhibitors of Tn6 peptide binding to fibrin DD(E), primary screen, biochemical, fluorescence polarization, human fibrin, Tn6 probe; hit rate 0.21% among 370,000; inhibition, % at 8.3 µM; Fibrin DD(E) TRITC-Tn6 fluorescence polarization displacement; AID 720509, 2013;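 active = inhibition above a per-campaign cutoff: mean of compounds within control limits plus 3 SD, cut at about 15% in these data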;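 also: 0% = median of all compound wells on the plate and 100% = blocking peptide control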
Target sequence (P02675 whole entry, looked up): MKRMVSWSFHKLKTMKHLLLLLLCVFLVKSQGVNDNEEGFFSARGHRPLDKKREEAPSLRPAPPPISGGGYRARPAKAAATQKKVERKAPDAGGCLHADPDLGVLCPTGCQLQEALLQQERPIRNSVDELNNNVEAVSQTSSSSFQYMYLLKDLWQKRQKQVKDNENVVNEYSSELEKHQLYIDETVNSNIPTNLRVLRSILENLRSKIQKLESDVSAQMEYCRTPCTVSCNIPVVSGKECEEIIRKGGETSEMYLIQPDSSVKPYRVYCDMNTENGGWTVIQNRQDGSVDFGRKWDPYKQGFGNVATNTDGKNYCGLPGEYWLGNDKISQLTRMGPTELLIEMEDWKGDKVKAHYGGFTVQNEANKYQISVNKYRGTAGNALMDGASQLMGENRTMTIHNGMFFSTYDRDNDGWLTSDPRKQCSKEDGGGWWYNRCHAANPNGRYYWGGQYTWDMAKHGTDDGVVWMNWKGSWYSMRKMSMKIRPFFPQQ
ASAP1 GAP inh – inhibitors of human ASAP1 ArfGAP activity, primary screen, biochemical, fluorescence polarization; Arf-GAP with SH3 domain, ANK repeat and PH domain-containing protein 1 (Homo sapiens), …; ASAP1-stimulated ARF1 GTP hydrolysis, GDP FP detection; inhibition, % at 16.5 µM; hit rate 0.19% among 360,000; in the data active = inhibition above about 25%;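 also: 0% = vehicle with enzyme and substrate and 100% = no enzyme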
DDE Tn7 FP inh – inhibitors of Tn7 peptide binding to fibrin DD(E), primary screen, biochemical, fluorescence polarization, human fibrin, Tn7 probe | Fibrinogen beta chain (Homo sapiens), P02675 | AID 720508, 2013 | inhibition, % at 8.3 µM | hit rate 0.13% among 370,000 | FP displacement of FITC-Tn7 peptide from fibrin DD(E); 0% = median of compound wells per plate;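 active = inhibition above the mean of compounds falling within the control limits plus 3 SD of them, cut at about 14% in these data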;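 also: 0% = plate median of compound wells and 100% = 10 µM Aha-Tn7 peptide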
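Test system – human fibrin DD(E) · Times – 10 min preincubation, 3 h with tracer, room temperature · Detection – fluorescence polarization of the labelled Tn7 tracer · Measure – percent inhibition normalized to high-control wells · Benchmarks – high control wells with 10 µM unlabelled Aha-Tn7 peptide (full inhibition) · Repeats – singlicate testing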
KLK7 zymogen act – proKLK7 zymogen activators, primary screen, biochemical, fluorescence intensity; activation, % at 7 µM; hit rate 0.9% among 370,000; Kallikrein-7 (Homo sapiens), P49862; purified proKLK7, EDANS-DABCYL substrate fluorescence; 100% is mature enzyme control, 0% vehicle;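 active = activation above the mean of all tested compounds plus 3 SD, computed per campaign excluding outliers beyond control limits, cut at about 13% in these data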
Target sequence (P49862 whole entry, looked up): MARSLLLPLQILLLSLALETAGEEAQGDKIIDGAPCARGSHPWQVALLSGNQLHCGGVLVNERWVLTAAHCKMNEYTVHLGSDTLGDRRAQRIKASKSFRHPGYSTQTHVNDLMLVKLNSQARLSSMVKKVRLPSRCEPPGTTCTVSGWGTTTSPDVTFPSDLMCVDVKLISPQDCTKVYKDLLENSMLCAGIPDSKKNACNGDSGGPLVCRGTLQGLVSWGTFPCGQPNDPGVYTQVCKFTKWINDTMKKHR
PLC-gamma1 inh – PLC-gamma1 enzyme inhibitors, primary screen, biochemical, fluorescence, purified enzyme | fluorogenic substrate | inhibition, % at 12.2 µM | hit rate 0.84% among 370,000 | AID 720700, 2013; in the data active = inhibition above about 9.5%
ADAM17 inh – ADAM17 inhibitors, primary screen, biochemical, QFRET | Disintegrin and metalloproteinase domain-containing protein 17 (Homo sapiens), P78536 | recombinant ADAM17, EDANS/DABCYL FRET peptide cleavage | inhibition, % at 6.95 µM | hit rate 0.83% among 370,000 | AID 720648, 2013;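 active = inhibition above the mean of compounds lying between control limits plus 3 SD, set per campaign, cut at about 8.5% in these data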;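 also: 0% = DMSO-only wells as the low control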
Active calls of the source: *; nt = no result given.

SMILES | UHRF1 binding | ARFGAP1 inh | PLC-beta3 inh | MBD2 inh | Tn6 DDE FP | ASAP1 GAP inh | DDE Tn7 FP inh | KLK7 zymogen act | PLC-gamma1 inh | ADAM17 inh
COc1ccccc1NC(=O)CCc1nc2sc3c(c2c(=O)[nH]1)CCCC3 | 2 | 2 | -41 | 4 | -9 | 0 | -13 | -1.2 | -35 | -4
CCc1ccc(NC(=O)Cn2cnc3c(=O)n(C)c(=O)n(C)c32)cc1 | -2 | 10 | -6 | 0 | -6 | 3 | -11 | 1.0 | 0 | -3
CCc1nnc(NC(=O)c2cc(-c3ccccc3)nn2-c2ccccc2)s1 | 0 | 9 | -1 | -5 | 0 | -1 | -4 | -0.5 | -1 | -3
CCOC(=O)COc1c(OC)cc(Cl)cc1C1Nc2ccccc2C(=O)N1c1cccc(C)c1 (configuration not stated) | 1 | 11 | -485 | 5 | -11 | 8 | -1 | -17 | -361 | -211
CC(Oc1ccc(Cl)cc1)C(=O)Nc1ccc(S(=O)(=O)N2CCOCC2)cc1 (configuration not stated) | 0 | -9 | -8 | 0 | -2 | -5 | 4 | 0.4 | -1 | 5
Cc1cccc(NC(=O)CNC(=O)c2ccc3c(c2)OCO3)n1 | 0 | -2 | 0 | 2 | -1 | -12 | -8 | 0.6 | 1 | -2
C/C(N)=C(/C#N)C(=O)COC(=O)c1cc(-c2cccc3ccccc23)nc2ccccc12 | 2 | 2 | -95 | 0 | 4 | 0 | -7 | -0.1 | -84 | -13
CCOc1cccc(-c2cc(C(=O)N/N=C/c3ccc(OC)c(CN4CCOCC4)c3)c3ccccc3n2)c1 | 2 | 8 | -37 | 5 | 3 | 2 | -3 | -39 | -41 | 2
CC(C)(C)NC(=O)CSc1nc(-c2ccccc2)c(-c2ccccc2)[nH]1 | -4 | -6 | 4 | -1 | 3 | -1 | 6 | -0.1 | 2 | -2
O=C1C(Cl)=C(N2CCOCC2)C(=O)N1c1cccc(Cl)c1 | 0 | -2 | -1 | -2 | 5 | -3 | -2 | 0.1 | 0 | 1
Cc1ccc(NC(=O)/C(=C\C=C\c2ccccc2)NC(=O)c2ccccc2)cc1 | -3 | 9 | -8 | 1 | 3 | -4 | 2 | -2.5 | -4 | -2
COc1ccc(C(O)P(=O)(OCCC(C)C)c2ccc(N(C)C)cc2)cc1OC (configuration not stated) | -1 | 9 | -4 | -3 | 12 | 8 | 1 | 0.4 | 3 | 2
O=C(CSc1ccccc1F)NCC1(N2CCCCC2)CCCCC1 | -2 | 6 | -4 | -8 | 1 | 6 | -10 | -0.2 | 2 | -2
CCc1ccc(NC(=O)Cn2c(=O)n(CCCC(=O)NCc3ccco3)c(=O)c3ccccc32)cc1 | -2 | -5 | 5 | 0 | 8 | -1 | -6 | 0.2 | 7 | 4
CCOc1ccc(CC(=O)NCc2cn3c(C)csc3n2)cc1 | 0 | -5 | -2 | 6 | 2 | 5 | -5 | 5.7 | -2 | -6
Cc1ccc(-c2c(C(=O)N/N=C/c3ccoc3)nnn2-c2nonc2N)cc1 | -2 | -13 | -10 | -4 | 2 | -9 | 5 | 0.3 | -1 | 2
O=C(N/N=C/c1cnc2ccccc2n1)c1cccc(F)c1 | -3 | 9 | -1 | -3 | -2 | 6 | 1 | -0.3 | 2 | -4
C/C(=N\O)C1(C)N(O)C(C)(C)C(c2ccco2)=[N+]1[O-] (configuration not stated) | 17 | 5 | 0 | -2 | 3 | 7 | -1 | 0.2 | -1 | 0
Cc1ccc(Cn2nnc3c(=O)n(CC(=O)NCC4CCCO4)cnc32)cc1 (configuration not stated) | 3 | 2 | 4 | -4 | 6 | -9 | -10 | 0.1 | 9 | 6
CCOc1ccc(S(=O)(=O)N2CCC(C(N)=O)CC2)c2ccccc12 | 0 | 11 | 1 | -5 | -8 | -7 | -3 | 0.3 | 4 | -2
CC(C)CCn1c(COc2ccccc2)n[nH]c1=S | 21* | 0 | -8 | 0 | 7 | -6 | 6 | 0.1 | -1 | -2
Cc1ccc(S(=O)(=O)NCCC(=O)OCC(=O)Nc2ccccc2Cl)cc1 | 0 | -1 | 5 | 2 | 1 | 2 | -1 | 0.3 | 4 | 3
CC(C)=CCC/C(C)=C/CN(CC(C)O)CC(C)O (configuration not stated) | 1 | 4 | 5 | -2 | -9 | 11 | -4 | 0.1 | 3 | -4
O=C1Nc2cc(C(=O)NCCCN3CCOCC3)ccc2S/C1=C/c1ccccc1F | -1 | 5 | -99 | -3 | 0 | -2 | 6 | -1.2 | -62 | -2
CC(C(=O)O)N1C(=O)CSC1=S (configuration not stated) | -2 | -2 | -7 | -2 | 5 | 11 | 4 | 1.1 | -8 | 0
COc1ccc(OC)c(CCNC(=O)CCn2ccc3cc(S(=O)(=O)N4CCCC4)ccc32)c1 | 1 | -19 | -4 | 6 | -2 | 7 | -8 | 0.3 | 6 | 3
O=C1c2cccnc2C(=O)N1Cc1ccc(F)cc1 | 1 | 6 | 8 | -1 | -10 | -12 | 6 | 0.0 | 1 | 2
O=C(NC1CCCCC1)C(c1ccnc2ccccc12)N1CCOCC1 (configuration not stated) | 2 | 3 | -1 | -2 | -3 | 6 | 1 | -0.9 | -1 | -7
CC(C)CNC(=O)c1ccccc1NC(=O)c1ccc(CN2CCOCC2)cc1 | 13 | -4 | 2 | 0 | 0 | -9 | 5 | -0.7 | -1 | -1
O=C(CCNC(=O)c1ccc(Br)cc1)Nc1ncccc1O | -3 | 1 | -8 | -3 | 5 | -4 | -3 | -0.3 | -3 | -2
COc1ccc(C)cc1NC(=O)Nc1ccncc1 | 0 | -2 | -5 | -2 | -2 | 16 | -3 | -0.1 | 6 | -3
O=C(CC1SC(N2CCCC2)=NC1=O)Nc1ccc(C(=O)Nc2ncccc2O)cc1 (configuration not stated) | -3 | 8 | 0 | 0 | -9 | 9 | -7 | 1.2 | -1 | -1
c1ccc(SC23CCCCN(CCC2)C32OCCO2)cc1 (configuration not stated) | -1 | 8 | 1 | -2 | 2 | 3 | -8 | 0.1 | -3 | -1
COc1ccc(CN=C2Nc3ccccc3CS2)cc1 | 8 | -7 | -3 | 4 | 0 | 9 | 2 | -0.4 | -3 | -5
CCOc1ccc(C(=O)N2CCN(c3ccccn3)CC2)cc1OCC | 0 | -2 | -4 | -2 | 6 | -14 | 2 | 0.7 | -3 | -4
Cc1ccc(Cl)cc1-n1ncc2c(NNC(=O)c3ccco3)ncnc21 | -3 | -13 | -8 | -1 | -2 | 11 | 4 | -0.3 | 0 | -3

Compound profiles, as listed above.
COc1ccc(OC)c(CCNC(=O)CCn2ccc3cc(S(=O)(=O)N4CCCC4)ccc32)c1 across the screens: UHRF1 binding = 1; ARFGAP1 inh = -19; PLC-beta3 inh = -4; MBD2 inh = 6; Tn6 DDE FP = -2; ASAP1 GAP inh = 7; DDE Tn7 FP inh = -8; KLK7 zymogen act = 0.3; PLC-gamma1 inh = 6; ADAM17 inh = 3
CC(C)CNC(=O)c1ccccc1NC(=O)c1ccc(CN2CCOCC2)cc1 across the screens: UHRF1 binding = 13; ARFGAP1 inh = -4; PLC-beta3 inh = 2; MBD2 inh = 0; Tn6 DDE FP = 0; ASAP1 GAP inh = -9; DDE Tn7 FP inh = 5; KLK7 zymogen act = -0.7; PLC-gamma1 inh = -1; ADAM17 inh = -1

Carrying on:
SMILES | UHRF1 binding | ARFGAP1 inh | PLC-beta3 inh | MBD2 inh | Tn6 DDE FP | ASAP1 GAP inh | DDE Tn7 FP inh | KLK7 zymogen act | PLC-gamma1 inh | ADAM17 inh
COC(=O)C1=C(N)Oc2cc(C)n(C)c(=O)c2C1c1ccc(Cl)c(Cl)c1 (configuration not stated) | -1 | 9 | -4 | 1 | -3 | 8 | 3 | 0.3 | -2 | -5
Cc1cc(NC(=O)c2cccnc2)ccc1NC(=O)c1ccco1 | -2 | -1 | 8 | -3 | -3 | -9 | 6 | 0.0 | 1 | 0
CC(CCc1ccccc1)NS(=O)(=O)c1ccccc1F (configuration not stated) | 1 | -1 | -5 | -2 | 8 | 4 | -2 | -0.5 | -1 | -1
O=S(=O)(c1ccc(SCc2c(F)cccc2Cl)nc1)N1CCCC1 | 7 | -5 | 0 | 2 | 3 | -14 | 6 | 0.1 | 5 | -1
Cc1cc(C)cc(C(=O)N2CCC(CCC(=O)NC3CC3)CC2)c1 | 1 | 1 | -7 | 2 | 2 | 16 | -4 | -0.7 | -1 | 2
CC(C)(C)NC(=O)CSc1nnc(-c2ccncc2)o1 | 1 | -1 | 5 | 0 | 2 | -2 | -5 | -0.2 | 2 | 4
Cc1ccc(NC(=O)CSc2nnc(-c3cc(-c4ccc(Cl)cc4)n[nH]3)n2N)cc1 | 1 | nt | -1 | 3 | 4 | nt | -1 | 0.3 | 2 | 4
NS(=O)(=O)c1ccc(NC(=O)Nc2ccc3c(c2)OCO3)cc1 | 0 | 20 | -9 | 6 | -12 | 3 | -3 | -0.3 | -2 | -4
Cc1onc(-c2ccccc2)c1-c1nnc(COC(=O)c2ccc(F)cc2)o1 | -1 | 8 | 5 | 1 | 1 | -3 | 2 | 0.1 | 4 | 6
CCOC(=O)C1CCN(C2=NC(=O)/C(=C/c3ccc(OC)c(OC)c3)S2)CC1 | -2 | 10 | -63 | -1 | -6 | -8 | -4 | 0.4 | -28 | -4
Cc1ccccc1NC(=O)COc1ccc2c(c1)OC(C)(C)CC2=O | 2 | 9 | -3 | 4 | 9 | -12 | 1 | -0.1 | 1 | -3
Cc1[nH]n(-c2ccccc2)c(=O)c1N=Nc1ccc(C(=O)O)cc1 | -1 | 8 | -4 | -1 | 6 | 2 | 0 | 0.2 | 4 | -3
Cc1cccc2cc(CN(Cc3cccnc3)C(=O)c3ccccc3F)c(Cl)nc12 | 2 | 12 | 0 | -1 | 2 | 7 | 4 | 0.3 | 1 | -1
CCOc1ccc(OCC(=O)Nc2c3c(nn2C(C)(C)C)CS(=O)(=O)C3)cc1 | 0 | 0 | -9 | -5 | 1 | 4 | -1 | 0.1 | 4 | -4
COc1ccc(-c2sc3ccc(N4CCOCC4)cc3c2C#CCCO)cc1 | 8 | 7 | -348 | -1 | 4 | 15 | 1 | -11 | -343 | -31
NC(=O)c1sc2nc3c(cc2c1N)CCC3 | -4 | 6 | -170 | 1 | -5 | 5 | -3 | 0.7 | -116 | -11
